Bioassay records as filed in PubChem.
TNF death inh: inhibitors of TNF-alpha induced necroptosis in Jurkat FADD-/- cells. Jurkat FADD-/- TNF necroptosis rescue, ATP luminescence, 24 h; 0 = TNF only, 100 = no-TNF cells. activation (protection from cell death), % at 10 µM. hit rate 0.068% among 220,000. AID 463075;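 active means activation, meaning protection from cell death, of at least 50% relative to plate controls; inactive means activation below 50%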;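 further: necroptosis triggered by 40 ng/mL TNF-alpha added together with compound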
RBBP9 inhibitor: blocks human serine hydrolase RBBP9; hit rate 0.2% among 220,000; O75884; AID 1515; inhibition, % at 7.94 µM; recombinant RBBP9, FP-Rh probe fluorescence polarization;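 active means inhibition above the campaign mean of all tested compounds plus 3 SD, cut at about 14% in these data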;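 further: plate controls were DMSO wells with RBBP9 for no effect and wells lacking RBBP9 protein for full effect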
Target sequence (O75884 whole entry, looked up): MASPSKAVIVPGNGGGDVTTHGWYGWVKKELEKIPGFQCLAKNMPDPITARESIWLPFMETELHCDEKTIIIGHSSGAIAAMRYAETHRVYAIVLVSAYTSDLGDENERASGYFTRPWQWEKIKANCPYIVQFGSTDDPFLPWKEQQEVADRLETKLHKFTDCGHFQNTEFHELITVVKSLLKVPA
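Assay system: recombinant human RBBP9; Reagent: Serine-hydrolase probe FP-Rh, 375 nM pre-mixing; Doses: 7.94 µM single dose, 0.794% DMSO; Incubation: 30 min then 45 min, 25 °C; Detection: fluorescence polarization (mP), excitation 525 nm, emission 598 nm; Evaluation: percent inhibition from mP, scaled between DMSO and no-protein wells.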
EP2 antag: blocks the human prostaglandin E2 receptor EP2; C6 glioma cells expressing human EP2, cAMP TR-FRET; cells stimulated with saturating PGE2; inhibition, % at 25 µM; hit rate 0.52% among 260,000;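 active means percent inhibition above 40 after rounding to a whole number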;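 further: rat C6 glioma host cells with rolipram phosphodiesterase inhibitor present; the protocol text gives 20 µM as final concentration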
Target sequence (P43116 whole entry, looked up): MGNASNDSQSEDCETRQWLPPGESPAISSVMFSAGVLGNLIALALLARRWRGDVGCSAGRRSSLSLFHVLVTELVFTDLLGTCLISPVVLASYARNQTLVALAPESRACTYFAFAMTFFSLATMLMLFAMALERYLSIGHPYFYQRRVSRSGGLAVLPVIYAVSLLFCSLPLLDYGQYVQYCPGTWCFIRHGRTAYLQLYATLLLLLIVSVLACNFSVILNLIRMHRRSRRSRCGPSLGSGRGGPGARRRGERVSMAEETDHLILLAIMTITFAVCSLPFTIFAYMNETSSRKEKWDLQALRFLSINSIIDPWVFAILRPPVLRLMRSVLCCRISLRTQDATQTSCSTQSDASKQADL
Runt-SMMHC FRET: Runt domain-CBFb-SMMHC interaction inhibition; Q01196+Q13951; Cerulean-Runt/Venus-CBFb-SMMHC FRET ratio 530/480, 1 h; inhibition, % at 20 µM; hit rate 0.74% among 220,000; AID 1434;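 active means mean inhibition across duplicate retests at 20 µM reaching about 50%, limit read from the data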;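 further: 0% = DMSO wells and 100% = wells with excess untagged CBFb-SMMHC; inhibitors lower the FRET ratio by blocking Runt binding to CBFb-SMMHC; some results filed as inactive read as strong as hits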
Hck Nef HTS: blocks Nef-activated human Hck kinase; hit rate 0.68% among 220,000; P08631; inhibition, % at 20 µM; AID 463187; Recombinant Hck-YEEI plus Nef, Z-Lyte FRET kinase assay;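 active means Hck-Nef kinase inhibition above about 50%, limit read from the data; inactive means inhibition below that limit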;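 further: 0% = DMSO with Hck plus Nef and 100% = Hck alone without Nef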
Target sequence (P08631 whole entry, looked up): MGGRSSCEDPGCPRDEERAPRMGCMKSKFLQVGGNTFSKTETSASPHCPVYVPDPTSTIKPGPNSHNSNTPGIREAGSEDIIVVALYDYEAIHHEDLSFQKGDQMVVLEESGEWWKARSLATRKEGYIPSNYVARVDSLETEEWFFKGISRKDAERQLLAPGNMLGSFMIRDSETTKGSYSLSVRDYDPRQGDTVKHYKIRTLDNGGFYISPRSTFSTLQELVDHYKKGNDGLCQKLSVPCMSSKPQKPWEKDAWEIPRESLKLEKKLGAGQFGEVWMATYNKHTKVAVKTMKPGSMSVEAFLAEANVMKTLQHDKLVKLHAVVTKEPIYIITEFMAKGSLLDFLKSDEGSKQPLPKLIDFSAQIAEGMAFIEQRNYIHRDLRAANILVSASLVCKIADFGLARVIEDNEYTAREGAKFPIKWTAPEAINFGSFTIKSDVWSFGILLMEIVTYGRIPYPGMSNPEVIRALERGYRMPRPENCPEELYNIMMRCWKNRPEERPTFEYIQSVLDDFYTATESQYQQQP
EP2 mod: modulators of human EP2 prostaglandin E2 receptor; P43116; EP2-expressing cells, cAMP HTRF FRET, PGE2 co-stimulation; induction, % at 25 µM; hit rate 0.83% among 260,000; AID 940;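 active means compounds whose cAMP rise, as percent of the full-agonist control response, exceeds 60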;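 further: rat C6 glioma line stably carrying human EP2 under a CMV promoter; the protocol text gives 20 µM as final concentration; 100% = response of wells given 1 µM PGE2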
zVAD death inh: blocks zVAD induced death of L929 cells; AID 1377; viability rescue, % at 10 µM; hit rate 0.38% among 220,000; L929 zVAD necroptosis rescue, ATP luminescence, 24 h; with zVAD 60 µM;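 active means activation, scaled between plate controls, above about 75%, limit read from the data; inactive means activation under that limit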;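 further: 0% = zVAD with DMSO and 100% = DMSO alone without zVAD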
PERK inhibitor: human PERK inhibition, primary cell-based screen; Q9NZJ5; CHO PERK-DD fusion, SEAP luminescence translation reporter; inhibition, % at 5.6 µM; hit rate 0.17% among 220,000; AID 1416;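 active means inhibition above the mean inhibition of all tested compounds plus 3 SD, set separately per screening campaign, cut at about 2.9% in these data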;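 further: PERK kinase domain activated by AP20187 dimerizer at 100 nM; 0% = DMSO with dimerizer and 100% = rapamycin at 8.4 µM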
Runt-CBFb FRET: blocks binding of human RUNX1 Runt domain to CBFb; Cerulean-Runt/Venus-CBFb FRET ratio 530/480, 1 h; inhibition, % at 20 µM; hit rate 0.46% among 220,000; AID 1496;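 active means inhibition over about 50% at 20 µM in the single-dose screen, limit read from the data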;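 further: 0% = DMSO wells and 100% = excess unlabeled CBFb competitor control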
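Assay system: Cerulean-tagged RUNX1 Runt domain (FRET donor) fusion protein / Amount: 100 nM each of Venus-CBFb and Cerulean-Runt domain / Medium: Tris buffer pH 7.5 with salts and BSA / Also added: Venus-CBFb 100 nM / Schedule: 1 h complex formation plus 1 h compound treatment, room temperature / Signal: FRET fluorescence / Read-out: loss of energy transfer signal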
* = called active by the depositor; x = no result given; & = joins results of further samples. Not all compounds are listed (hit frequency here may not be typical).

structure | TNF death inh | EP2 mod | zVAD death inh | Runt-SMMHC FRET | PERK inhibitor | RBBP9 inhibitor | Hck Nef HTS | Runt-CBFb FRET | EP2 antag
CCOc1[nH]n(-c2ccccc2)c(=O)c1C=Nc1ccc(F)cc1F | 0.0 | 4 | 1.2 | 1 | 0.4 | -8 | 21 | 0 | 6
N#Cc1nc(-c2ccccc2)oc1NCc1ccco1 | 0.6 | -40 | 1.3 | 2 | 1.2 | -1 | 3 | 1 | 6
CCOc1ccc(S(=O)(=O)NCc2ccccc2OC)cc1 | 2.4 | -21 | 0.8 | 1 | -0.2 | -2 | 3 | -1 | 2
Cc1ccc(-n2c3c(c(=O)[nH]c2=S)C(C(F)(F)F)(C(F)(F)F)NC(=O)N3)cc1 | 0.0 | -5 | -0.3 | -7 | -0.7 | 3 | -1 | 0 | 4
S=c1nc(-c2cccc(Cl)c2)[nH][nH]1 | -0.8 | 26 | 4.0 | 20 | 0.3 | -10 | 31 | 35 | 15
CC(C)(C)c1ccc(OCc2nc(-c3ccccn3)no2)c(Br)c1 | 1.2 | -1 | 0.3 | -5 | 0.3 | -15 | 0 | -4 | 4
O=C(N/C(=C/c1ccc(Br)cc1)C(=O)N1CCOCC1)c1cccs1 | 0.8 | -22&22 | -0.8 | -3 | 0.5 | -6 | 23 | 2 | 10&2
COc1cccc(N2CCN(C(=O)CSc3ccc(F)cc3)CC2)c1 | 0.6 | -68 | 2.9 | 0 | -0.8 | -16 | 29 | 2 | 6
COc1cccc(C(=O)Nc2ccc(C)cc2)c1 | -2.7 | 2 | -0.2 | -1 | 0.2 | 0 | 0 | 0 | 2
COc1cccc(CN(C)CC(=O)Nc2cccc(S(N)(=O)=O)c2)c1OC | 0.6 | -32 | 0.1 | 4 | -0.2 | -3 | 1 | 0 | 6
CN1C=CC=C/C1=C1\SC(=S)N(N)C1=O | 0.1 | 5 | 0.5 | -4 | 0.7 | -2 | 19 | 6 | 7
CC1C(c2ccccc2)C(C#N)(C#N)C2(C#N)C(=O)NC1(N)C2C (stereo unspecified) | 0.4 | -10 | 0.2 | 0 | 0.9 | 4 | -3 | 1 | 4
Cc1ccc2nc(C)c(C(=O)N/N=C/c3cccs3)cc2c1 | 2.6 | -15 | 0.6 | -5 | -0.2 | 2 | -1 | -1 | 8
CCSc1nnc(-c2cc(Br)ccc2N)c(=O)[nH]1 | 0.1 | 27 | 0.1 | -5 | 0.4 | -3 | 18 | 3 | 4
CC(C)[C@H](NC(=O)Nc1ccccc1F)C(=O)O | -0.3 | -4 | -0.8 | -4 | -0.3 | 8 | 4 | 1 | 12
CCCn1nnnc1NC(=O)COc1ccc(Br)cc1 | 0.1 | 16 | 0.8 | 7 | -0.3 | -7 | 22 | -1 | 1
NNC(=O)c1ccc(COc2cccc3ccccc23)o1 | 2.7 | -29 | 2.5 | -1 | -0.1 | -16 | 5 | 1 | 1
CCN1C(=O)CSc2ccc(C(=O)NCCCN3CCOCC3)cc21 | 1.8 | -11 | 1.0 | -6 | 0.9 | -8 | 0 | -1 | 4
O=C(CSc1nnc(CNC(=O)c2ccccc2F)o1)NCCc1ccccc1 | -0.5 | 16 | -0.3 | -5 | -1.1 | -7 | 1 | 2 | 17
O=C(NC1CC2CCCC(C1)N2S(=O)(=O)c1ccccc1)C1CCCCC1 (stereo unspecified) | -0.9 | -16 | -0.2 | -2 | -0.6 | 5 | 1 | 1 | 6
CCCn1nc2cc(C(=O)NCc3ccc(OC(F)(F)F)cc3)ccc2c1OCC | 2.0 | 4 | 0.4 | 2 | -0.4 | -11 | 0 | -4 | 14
Cc1ccc(Cn2nnc3c(=O)n(CC(=O)NCc4ccccc4)cnc32)cc1 | -3.5 | 6 | 1.3 | -1 | 0.2 | -7 | 22 | -2 | 4
COc1ccccc1Nc1ncc(C(=O)N2CCN(Cc3ccc(OC)c(OC)c3OC)CC2)c2ccccc12 | -4.4 | -31 | 0.1 | 1 | 0.0 | 0 | 4 | -4 | 4
O=c1[nH]nc(Cc2ccccc2)c2ccccc12 | -1.7 | 4 | -0.2 | -1 | 0.5 | -10 | 3 | 2 | 4
Cn1c(=O)c2[nH]c(N3CCN(c4ccccn4)CC3)nc2n(C)c1=O | 2.8 | -2 | 75* | 0 | 0.5 | -12 | 20 | 4 | 14
CC(=O)c1c(N2CCOCC2)nc(=O)n(-c2ccccc2)c1C | 0.2 | 14 | -1.2 | 0 | 0.1 | -5 | -2 | 2 | 18
Cc1cccc(NC(=S)N2CCN(Cc3ccc4c(c3)OCO4)CC2)c1C | -4.0 | -7 | -0.4 | -1 | 1.1 | -6 | 2 | 1 | 11
COc1ccccc1CN(C)C(=O)c1ccc2c(c1)NC(=O)CS2 | 2.0 | -55 | -0.6 | 0 | -1.1 | -5 | -5 | 2 | x
COc1ccc(-n2c(C)cc(SC)c(C(C)=O)c2=S)cc1 | -0.2 | 25 | -0.3 | -9 | 0.0 | -5 | 9 | -1 | 9
C/C(=N\NC(=O)c1ccc(NS(=O)(=O)c2cccs2)cc1)c1ccc2c(c1)OCO2 | 1.8 | 3 | 58 | 1 | 0.8 | -9 | 4 | -1 | 8
FC(F)(F)c1cc(N2CCNCC2)c2ccccc2n1 | 2.7 | 7 | 1.6 | -4 | 0.2 | -5 | 11 | 0 | 5
CC[N+]1(CC)CC2=Cc3c(ccc4ccccc34)C(C)C2C1 (stereo unspecified) | -0.3 | 14 | -0.5 | -1 | 0.0 | -6 | 19 | 1 | 6
CCN(CC)C(=O)CSc1nc2ccccc2c(=O)n1CCC(=O)NCCc1ccc(OC)c(OC)c1 | 0.1 | -1 | -0.4 | 2 | 0.1 | -6 | 5 | x | 6
CCn1c(COc2ccc(=O)n(-c3ccccc3)n2)nnc1SCc1ccccc1C | -4.1 | -20 | -0.1 | -4 | -0.8 | -5 | 0 | -2 | 4
COc1ccccc1S(=O)(=O)Nc1cccc(-c2nnc3n2CCCCC3)c1 | -0.4 | 3 | 1.2 | 4 | 0.1 | -1 | 0 | -1 | 15
Nc1n[nH]c2cc(=O)n(-c3ccc(Cl)cc3)nc12 | -0.1 | 27 | 0.5 | 54* | 0.2 | -8 | 7 | 18 | 5
O=C(NCc1ccc2c(c1)OCO2)c1ccc(N2C(=O)C3CCCCC3C2=O)cc1 (stereo unspecified) | 1.5 | 12 | -0.8 | -1 | -0.1 | 1 | 1 | -2 | 21
O=c1c2cc(Br)cc(Br)c2oc2nc3n(c(=O)c12)CCCS3 | 0.7 | 8 | 0.6 | 2 | -0.6 | -14 | -1 | 3 | x
Cc1ccc(NS(=O)(=O)c2cc(OCC(N)=O)c(C)cc2Cl)cc1 | 0.7 | -10 | -0.3 | 1 | 0.0 | -3 | 1 | 3 | 6
CCOC(=O)C/C(C)=N/NC(=O)COc1ccccc1C | -0.3 | 10 | -0.7 | 3 | 0.1 | -14 | -2 | 1 | 2
O=C(NCC(c1cccnc1)N1CCN(c2ccccc2F)CC1)c1ccccc1 (stereo unspecified) | 1.2 | 17 | 1.2 | 1 | -2.1 | -5 | -6 | 1 | 9
CCc1ccccc1-n1c(SCC(=O)N2CCCC2)nc2[nH]ncc2c1=O | 0.6 | -4 | 0.3 | -2 | 1.5 | -3 | 1 | 0 | 3
Cc1cc(-c2ccc(Cl)cc2Cl)c(C#N)c(=O)[nH]1 | 1.4 | 38 | 1.1 | -7 | 1.0 | 8 | 18 | 3 | 8
CC1=C(C#N)C(Nc2cc(C)ccn2)(C(F)(F)F)C(=O)N1 (stereo unspecified) | 1.2 | -1 | 0.9 | 4 | 0.5 | 4 | 0 | 2 | 6
COc1ccc(N2C(=O)C3C4c5ccccc5C(C=Nc5ccc(C)cc5C)(c5ccccc54)C3C2=O)cc1 (stereo unspecified) | -15 | x | -0.1 | x | -1.1 | -3 | 0 | x | 5
CC(=O)c1cccc(N2C(=O)C3C(C(=O)Nc4cc(C)on4)C4(C)C=CC3(O4)C2C(=O)NC(C)(C)C)c1 (stereo unspecified) | -1.2 | 3 | 22 | 2 | -0.4 | -5 | 17 | -2 | 8
COc1ccc(NC(=S)N2CCN(Cc3cccc(F)c3)CC2)c(OC)c1 | 0.3 | 12 | 0.8 | 5 | 0.1 | 4 | 21 | -2 | 4
COc1ccc(NC(=O)CN2CCN(C(=O)c3ccco3)CC2)c(OC)c1 | -0.5 | 4 | 0.1 | 2 | -0.2 | -8 | 2 | -1 | 7
Cc1ccc(C(=O)NCc2occc2C(=O)O)o1 | -1.4 | 18 | 0.8 | 3 | 0.3 | 6 | 9 | 0 | 1
CCc1ccc(C(N)=S)cc1 | 0.1 | 14 | 0.9 | 1 | 0.9 | -12 | 19 | 1 | 7

Remaining list, next part
structure | TNF death inh | EP2 mod | zVAD death inh | Runt-SMMHC FRET | PERK inhibitor | RBBP9 inhibitor | Hck Nef HTS | Runt-CBFb FRET | EP2 antag
Cc1ccc(C(=O)OC2=CC(=O)CC(C)(C)C2)cc1 | -2.9 | 41 | -0.1 | -6 | 1.2 | -7 | 0 | -1 | 7
C[C@H](C(=O)O)c1n[nH]c(=O)c2ccccc12 | 0.2 | -19 | 0.2 | -2 | 0.8 | 3 | 0 | -1 | 10
COc1ccc(Cn2c(SC)nc3ccccc32)cc1[N+](=O)[O-] | -2.5 | 8 | -0.2 | 4 | 0.1 | -3 | 3 | 0 | 1
O=C(/C=C\c1ccccc1[N+](=O)[O-])Nc1ccccc1 | 1.9 | -19 | 0.1 | 1 | -0.5 | -2 | 3 | -1 | 6
COc1ccc(CN(C)C(=O)c2cnc(OC)cc2C(F)(F)F)c(OC)c1 | 1.8 | -13 | -0.6 | 3 | -0.4 | -2 | 1 | -1 | 13
CC1=NN(c2ccccc2)C(=O)C1C(=O)C(=O)Nc1ccc(F)cc1 (stereo unspecified) | -0.5 | -12 | 0.7 | -1 | 0.7 | 1 | 4 | -1 | 8
C/C(=N\NS(=O)(=O)c1ccc([N+](=O)[O-])cc1)c1cccs1 | 2.4 | 8 | 0.9 | -2 | 0.7 | -6 | 1 | 1 | 5
COc1ccc(CCN2C(=O)CC(N3CCC(C(N)=O)CC3)C2=O)cc1OC (stereo unspecified) | 1.8 | -14 | 1.1 | -2 | 0.8 | -3 | 3 | 4 | 7
O=C(NCN1CCCCC1)c1cccnc1 | -1.2 | 13 | 0.0 | 2 | 1.1 | 9 | 10 | 0 | 10
Cc1ccccc1NC(=S)N1CCN(Cc2ccccc2)CC1 | 0.3 | -8 | 0.7 | 14 | -0.1 | -7 | -1 | 0 | 8
